PL synth Enamine = blocks phospholipid synthesis in CHO cells, Enamine compounds. ZR-82 CHO cells, pyrene fatty acid UV survival, CellTiter Blue; peroxisome-deficient CHO-K1 mutant line; plus DGAT-1, DGAT-2 and ACAT inhibitors. calls only at 10 µM. 20,000 compounds, 0.4% hits. AID 1347385;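 active means cell survival signal 2 SD away from solvent-only control wells, confirmed on one or two retests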;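 further: 3 h compound exposure then viability read about one day after UV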
Calls only; i = inactive. These rows are one share of the data, so the mix of outcomes need not match the whole.

nr	Compound	PL synth Enamine
1	CCP(=S)(CC)c1ccc(N(C)C)cc1	i
2	CC1(C)CC2CC(C)(CN2CCC(N)=O)C1 (configuration not stated)	i
3	S=P(N/N=C/c1ccc(N2CCOCC2)s1)(c1ccccc1)c1ccccc1	i
4	CC(C)N(C(C)C)P(=O)(C(Cl)(Cl)Cl)C(Cl)(Cl)Cc1ccccc1 (configuration not stated)	i
5	CC(C)COC(NC(=O)CC(C)C)C(Cl)(Cl)Cl (configuration not stated)	i
6	O=C(NC1CCCCC1)C(Cl)(Cl)Cl	i
7	Cc1cc(C)nc(NC2=NCCN2)n1	i
8	O=P(Nc1ccccc1F)(Oc1ccccc1Cl)Oc1ccccc1Cl	i
9	O=P(Nc1ccccc1Cl)(c1ccccc1)c1nc2c(s1)CCCC2 (configuration not stated)	i
10	CC(=O)c1c[nH]c(C(=O)C(Cl)(Cl)Cl)c1	i
11	CC(=O)c1sc(N2CCN(C)CC2)nc1C	i
12	CN(C)C(=Nc1ccc(I)cc1)P(=O)(N(C)C)N(C)C	i
13	CCC(C)N1CCCOP1(=S)Sc1ccccc1 (configuration not stated)	i
14	N=C1c2ccccc2CN1c1ccc(F)c([N+](=O)[O-])c1	i
15	COc1cccc(NP(=O)(Oc2ccccc2)Oc2ccccc2)c1	i
16	O=P(Nc1ccc(SC(F)(F)F)cc1)(Oc1ccccc1F)Oc1ccccc1F	i
17	CC1CN=C(Nc2ccc(C(C)C)cc2)S1 (configuration not stated)	i
18	S=P(Nc1ccccn1)(c1ccc(Br)cc1)c1ccc(Br)cc1	i
19	O=P(Oc1ccccc1)(Oc1ccccc1)OC(c1ccccc1)C(F)(F)C(F)(F)C(F)(F)F (configuration not stated)	i
20	Cc1ccc(C=C2C(=O)N(C)C(=O)N(C)C2=O)s1	i
21	N=C1c2ccccc2CN1c1ccc(F)c(Cl)c1	i
22	Cc1nn(-c2ccccc2)c2c1P(=S)(Oc1ccccc1)c1c(c(C)n(-c3ccc(I)cc3)c1C)C=N2 (configuration not stated)	i
23	Fc1ccc(F)c(C(Cl)(Cl)Cl)c1	i
24	COc1ccc(C(c2ccc(OC)cc2)C(Cl)(Cl)Cl)cc1	i
25	Fc1ccc(C2=CCNCC2)cc1	i

Some of the entries so far, with each value named.
(5) CC(C)COC(NC(=O)CC(C)C)C(Cl)(Cl)Cl (configuration not stated)
- PL synth Enamine: i

(4) CC(C)N(C(C)C)P(=O)(C(Cl)(Cl)Cl)C(Cl)(Cl)Cc1ccccc1 (configuration not stated)
- PL synth Enamine: i

(21) N=C1c2ccccc2CN1c1ccc(F)c(Cl)c1
- PL synth Enamine: i

(23) Fc1ccc(F)c(C(Cl)(Cl)Cl)c1
- PL synth Enamine: i

Back to the main list, repeating the 6 entries before the break.
nr	Compound	PL synth Enamine
20	Cc1ccc(C=C2C(=O)N(C)C(=O)N(C)C2=O)s1	i
21	N=C1c2ccccc2CN1c1ccc(F)c(Cl)c1	i
22	Cc1nn(-c2ccccc2)c2c1P(=S)(Oc1ccccc1)c1c(c(C)n(-c3ccc(I)cc3)c1C)C=N2 (configuration not stated)	i
23	Fc1ccc(F)c(C(Cl)(Cl)Cl)c1	i
24	COc1ccc(C(c2ccc(OC)cc2)C(Cl)(Cl)Cl)cc1	i
25	Fc1ccc(C2=CCNCC2)cc1	i
26	CN(C)CC(C)(O)c1ccc(Br)cc1 (configuration not stated)	i
27	CP(=O)(Nc1ccccc1)C(Cl)(Cl)Cl (configuration not stated)	i
28	COP1(=S)C2=C(N3CCOCC3)CC(C)(C)CC2=NN1c1ccccc1 (configuration not stated)	i
29	CC1CCCC(O)CCC/C=C\c2cc(O)cc(O)c2C(=O)O1 (configuration not stated)	i
30	COP(=O)(/C=C(\Cl)c1ccccc1)/C=C(\Cl)c1ccccc1	i
31	O=[N+]([O-])c1ccc2oc3ccccc3c2c1	i
32	Cn1cccc1C(=O)C(Cl)(Cl)Cl	i
33	CC(C)(C)P(=S)(c1ccncc1)N1CCCC1 (configuration not stated)	i
34	COP(=S)(OC)C1=C(N2CCCCC2)/C(=C\c2ccccc2)CC1	i
35	FC(F)Oc1ccc(NC(=S)NNP(=S)(c2ccccc2)c2ccccc2)cc1	i
36	O=P(Nc1cccc(F)c1)(Oc1ccccc1F)Oc1ccccc1F	i
37	O=P(Oc1ccccc1)(Oc1ccccc1)OC(c1ccccc1)C(Cl)(Cl)C(F)(F)F (configuration not stated)	i
38	CC1(C)CC2=NN(c3ccccc3)P(=S)(OC(C)(C)C)C2=C(N2CCCCC2)C1 (configuration not stated)	i
39	S=C(NCCN1CCOCC1)NNP(=S)(c1ccccc1)c1ccccc1	i
40	CC(C)NP(=O)(c1ccccc1)C(C)(C)C (configuration not stated)	i
41	COc1cc(/C=C(\C)[N+](=O)[O-])cc(OC)c1OC	i
42	C=CCOc1c(Br)cc(S(=O)(=O)c2cc(Br)c(O)c(Br)c2)cc1Br	i
43	O=[N+]([O-])c1ccc(NC2CCCC2)c2ccncc12	i
44	O=c1[nH]c2ccccc2o1	i
45	CC(C)(C)NCC(C)(O)c1ccc(Br)cc1 (configuration not stated)	i
46	O=[N+]([O-])c1ccc(/C=N/NP(=S)(c2ccccc2)c2ccccc2)o1	i
47	COC(NC(=O)C(Cl)(Cl)Cl)C(Cl)(Cl)Cl (configuration not stated)	i
48	COc1ccc(NC2=NCCS2)cc1OC	i
49	O=[N+]([O-])c1cccc2cccnc12	i
50	Fc1c(F)c(F)c(N2CCNCC2)c(F)c1F	i

(next part)
nr	Compound	PL synth Enamine
51	CCN(C)[P+](N(CC)CC)(N(CC)CC)N(CC)CC	i
52	CNC(=O)NC(O)C(Cl)(Cl)Cl (configuration not stated)	i
53	CCOC(=O)c1sc(N=Nc2c(O)[nH]c(=O)[nH]c2=O)c(C(=O)OCC)c1C	i
54	O=C1NC(=S)NC(=O)C1=Cc1ccco1	i
55	CC1(C)CC2=NN(c3ccccc3)P(=S)(Nc3nccs3)C2=C(N2CCOCC2)C1 (configuration not stated)	i
56	Cc1ccc(P2(=S)C3CCCCC3=NN2c2ccccc2)o1 (configuration not stated)	i
57	CC1CCCC(=O)CCC/C=C\c2cc(O)cc(O)c2C(=O)O1 (configuration not stated)	i
58	O=P(C=C(Cl)c1ccccc1)(/C=C(\Cl)c1ccccc1)Nc1cccnc1	i
59	COC(=O)NP(=O)(NNc1ccccc1)OC (configuration not stated)	i
60	NP(=O)(OCC(F)(F)F)Oc1cccc2ccccc12 (configuration not stated)	i
61	O=c1[nH]c(O)c(N=Nc2ccc(SC(F)F)cc2)c(=O)[nH]1	i
62	O=P(Nc1cccc2nsnc12)(Oc1ccccc1)Oc1ccccc1	i
63	COc1ccc(/C=C2\CC3C4CC=C5CC(O)CCC5(C)C4CCC3(C)C2O)cc1 (configuration not stated)	i
64	C#CC1(C)CCC2C(O1)c1ccccc1OC2(C)C (configuration not stated)	i
65	CN(C)P(=NC(=S)Nc1ccccc1)(N(C)C)N(C)C	i
66	S=C(Nc1ccc(Cl)c(Cl)c1)NC1CN2CCC1CC2 (configuration not stated)	i
67	O=C1NC(=O)C2(CCOCC2)C(=O)N1	i
68	CC(=O)c1cc(C(C)(C)C)cc2c1CCC2(C)C	i
69	Clc1c(CN2CCNCC2)sc2ccccc12	i
70	O=P(Nc1ccc(Br)cc1)(Oc1ccccc1Cl)Oc1ccccc1Cl	i
71	CC(C)(C)OCC(O)CNC1CCCCCCC1 (configuration not stated)	i
72	S=P(Nn1cnnc1)(c1ccccc1)c1ccccc1	i
73	CN(C)c1ccc2c(c1)N1Cc3ccccc3C1=NP2(=S)N1CCOCC1 (configuration not stated)	i
74	O=[N+]([O-])c1ccc(S(=O)(=O)C(F)(F)F)c([N+](=O)[O-])c1	i
75	Cc1nc2ccccn2c1P(=S)(N1CCOCC1)N1CCOCC1	i

Down the list, quoted from above:
Nos. 62 to 68 in PL synth Enamine: i, i, i, i, i, i, i

New compounds follow:
nr	Compound	PL synth Enamine
76	CCN1CCN(C(=S)N[P+](c2ccccc2)(N(CC)CC)N(CC)CC)CC1	i
77	COc1ccc(OC)c(NC2=NCCS2)c1	i
78	CCCCP(=S)(c1ccccn1)c1ccccn1	i
79	O=[N+]([O-])c1cc(C(F)(F)F)cc([N+](=O)[O-])c1O	i
80	CN1/C(=C\P(=S)(Oc2ccc(C=Nc3ccc4c(c3)OCO4)cc2)c2ccccc2)C(C)(C)c2ccccc21 (configuration not stated)	i
81	O=[N+]([O-])c1ccccc1/C=N/NP(=S)(c1ccccc1)c1ccccc1	i

Laid out differently: entries from further up.
(69) Clc1c(CN2CCNCC2)sc2ccccc12
- PL synth Enamine: i

(61) O=c1[nH]c(O)c(N=Nc2ccc(SC(F)F)cc2)c(=O)[nH]1
- PL synth Enamine: i
